HTR5A ag: HTR5A agonists in luminescence cell assay, primary screen, counter-screen for OPRM1-OPRD1 heterodimer agonist project, full-deck HTS. 340,000 compounds, 0.61% hits. cell-based. 5-hydroxytryptamine receptor 5A (Homo sapiens), P47898. activation, % at 9.3 µM. AID 504692, 2011; in the data active means activation mostly above about 9.5%, no sharp cut-off; inactive means mostly below about 7.6%;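 further: 0% = cells with vehicle only and 100% = reference agonist; strong numbers were not always called active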
Target sequence (P47898 whole entry, looked up): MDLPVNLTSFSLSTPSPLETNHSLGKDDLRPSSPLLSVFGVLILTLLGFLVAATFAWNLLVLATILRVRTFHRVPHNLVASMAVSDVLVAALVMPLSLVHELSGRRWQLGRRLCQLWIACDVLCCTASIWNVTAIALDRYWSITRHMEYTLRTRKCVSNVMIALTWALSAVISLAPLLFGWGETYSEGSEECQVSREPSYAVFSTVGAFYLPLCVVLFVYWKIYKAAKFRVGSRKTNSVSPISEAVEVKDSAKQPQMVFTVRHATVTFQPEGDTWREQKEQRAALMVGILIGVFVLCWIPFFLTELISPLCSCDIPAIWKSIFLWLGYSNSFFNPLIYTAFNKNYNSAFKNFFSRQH
MITF TRPM1 HTS: activators of MITF-driven TRPM1 promoter reporter, primary screen, cell-based, SK-MEL-5, luciferase, single point; SK-MEL-5 TRPM1-promoter luciferase, 24 h; % of positive control, neutral wells = 0; activation, % at 12.5 µM; 300,000 compounds, 0.75% hits; AID 588334, 2011;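 active means mean activation of at least 80% with every replicate also reaching 80%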;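 further: 0% = neutral control wells and 100% = parthenolide positive control wells; values of inactives mirror those of a sister screen read the other way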
HTR5A inv ag: HTR5A inverse agonists in luminescence cell assay, primary screen, counter-screen for OPRM1-OPRD1 heterodimer inverse agonist project, full-deck HTS. inhibition, % at 9.3 µM. 340,000 compounds, 0.083% hits. AID 504634, 2011. HTR5A cell line, inverse agonism. 5-hydroxytryptamine receptor 5A (Homo sapiens), P47898; in the data active means inhibition mostly above about 23%, no sharp cut-off; inactive means mostly below about 18%;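 further: 0% = cells with DMSO and 100% = no-cell wells with DMSO; some compounds called inactive have numbers as strong as hits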
dFosB act: activators of delta FosB homodimer, primary screen, biochemical, fluorescence polarization, TAMRA-CDK5 oligo, single point | purified delta FosB; percent of positive-control signal above neutral wells | Protein FosB (Mus musculus), P13346 | 340,000 compounds, 0.99% hits | activation, % at 25 µM;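 active means mean activation above about 17%, with every replicate also reaching it, limit read from the data, passing the limit was not always enough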;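 further: fluorescence polarization rise as delta FosB binds a TAMRA Cdk5 AP-1 oligo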
V-ATPase pHluor: regulators of yeast V-ATPase proton pumping, primary screen, pHLuorin cytosolic pH fluorescence; S. cerevisiae; response, % at 10 µM; 350,000 compounds, 0.37% hits; in the data active means response mostly above about 7.3%, no sharp cut-off; inactive means mostly below about 5.4%; further: actives read high; inactives centre near 0; some compounds called inactive have numbers as strong as hits; reference of the scale not given here
NSD2 HMT inh: NSD2 histone methyltransferase inhibitors, primary screen, biochemical, AlphaScreen, single concentration, set 2. NSD2 peptide methylation, 120 min. inhibition, % at 12.5 µM. 310,000 compounds, 0.54% hits. AID 743445, 2014; in the data active means inhibition above about 50%
PvdQ acylase: P. aeruginosa PvdQ acylase inhibitors, primary screen, biochemical, fluorescence, plate reader and imaging, single point; PvdQ acylase [Pseudomonas aeruginosa LESB58]; purified PvdQ acylase; inhibition, % at 10 µM; 340,000 compounds, 0.063% hits; AID 488965, 2010; in the data active means inhibition above about 30%, passing the limit was not always enough;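 further: 0% = vehicle neutral wells and 100% = reference inhibitor wells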
SR-BI DiI inh: inhibitors of SR-BI mediated HDL lipid uptake, primary screen, ldlA[mSR-BI] cells, fluorescence, single point; Scavenger receptor class B member 1 (Mus musculus), Q61009; ldlA[mSR-BI] CHO cells, DiI-HDL uptake fluorescence, 3 h; inhibition, % at 12.5 µM; 320,000 compounds, 0.96% hits; AID 488896, 2010;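 active means mean replicate inhibition of at least 70% and a set share of replicates each scoring 70 or more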;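 further: 0% = median of neutral control wells and 100% = median of positive control wells; values of inactives mirror those of a sister screen read the other way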
Target sequence (Q61009 whole entry, looked up): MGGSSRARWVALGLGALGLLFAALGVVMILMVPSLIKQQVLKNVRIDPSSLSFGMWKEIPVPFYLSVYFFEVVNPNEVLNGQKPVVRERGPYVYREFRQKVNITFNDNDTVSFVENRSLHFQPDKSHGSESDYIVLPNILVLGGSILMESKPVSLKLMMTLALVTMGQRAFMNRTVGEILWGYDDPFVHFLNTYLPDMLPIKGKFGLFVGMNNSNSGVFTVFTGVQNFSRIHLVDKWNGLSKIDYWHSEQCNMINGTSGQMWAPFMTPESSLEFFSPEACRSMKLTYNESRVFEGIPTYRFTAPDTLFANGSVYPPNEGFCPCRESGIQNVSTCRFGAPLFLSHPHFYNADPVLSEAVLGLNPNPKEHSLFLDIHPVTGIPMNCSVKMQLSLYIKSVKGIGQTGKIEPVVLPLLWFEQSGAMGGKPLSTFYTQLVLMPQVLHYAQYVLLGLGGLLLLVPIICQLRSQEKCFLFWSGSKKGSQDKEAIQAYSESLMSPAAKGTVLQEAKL
Wnt bcat act: Wnt/beta-catenin pathway activators, primary screen, cell-based, plate reader, single point. activation, % at 9.35 µM. AID 743398, 2014. Wnt/beta-catenin reporter cell assay, activator. 300,000 compounds, 1.2% hits; in the data active means activation above about 30%, passing the limit was not always enough;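 further: 0% = neutral control wells and 100% = positive control wells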
CDK5 inh: inhibitors of human CDK5/p35 kinase, primary screen, biochemical, single concentration; inhibition, % at 10 µM; AID 488839, 2010; 330,000 compounds, 0.01% hits; Recombinant CDK5/p35, ADP-Glo luminescence, 60 min;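 active means highest replicate inhibition of at least 50% and at least 75% of replicates reaching 50%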;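 further: plate controls were DMSO neutral control for no effect and GW8510 at 10 µM for full effect; many of its hits are not listed in these tables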
An asterisk follows results filed as active; . = no result given. Compounds were not picked by outcome; 5% or so of the library scored in one or more.

SMILES | HTR5A ag | MITF TRPM1 HTS | HTR5A inv ag | dFosB act | V-ATPase pHluor | NSD2 HMT inh | PvdQ acylase | SR-BI DiI inh | Wnt bcat act | CDK5 inh
Nc1nc(=S)c2[nH]c(=S)[nH]c2[nH]1 | -3 | -8 | 13 | 8 | -1 | 1 | -9 | -54 | -1 | 0.5
O=C1NC(Cc2ccccc2)C(=O)Nc2ccc(Br)cc21 (stereo not given) | 4 | -10 | 18 | -10 | 1 | 0 | -16 | -11 | -1 | 2.1
Cc1ccc2[nH]c(=O)c(C3C(C#N)=C(N)Oc4c3ccc3cccnc43)cc2c1 (stereo not given) | -5 | . | -14 | -16 | 3 | 3 | -1 | -23 | . | 0.6
Cc1ccc(CN2CCN(C3CCCC3)C(CCO)C2)s1 (stereo not given) | -1 | 8 | 4 | -3 | 5 | 23 | -4 | -4 | 31* | -0.8
COCCOC(=O)C1=C(C)NC(=O)NC1c1cc2c(cc1Br)OCO2 (stereo not given) | -1 | 10 | 2 | 4 | -1 | -1 | -9 | -14 | -2 | 0.2
COc1ccc(S(=O)(=O)Nc2cccc(C)n2)c2ccccc12 | -2 | -4 | 2 | -8 | 8 | -7 | -2 | -3 | -1 | -0.4
CSCCC(NC(=O)c1ccccc1)C(=O)NCCc1ccccc1 (stereo not given) | -1 | 6 | -1 | 3 | 4 | 0 | -3 | -8 | 1 | -0.5
O=c1[nH]cnc2c1sc(=S)n2-c1ccccc1 | 1 | 6 | -1 | -1 | -3 | . | -2 | -10 | . | -0.3
CC(OC(=O)CC1Sc2ccccc2NC1=O)C(=O)NC1CCCC1 (stereo not given) | 0 | 2 | 0 | 5 | 3 | 1 | -3 | . | -3 | -1.5
CC(=O)c1cccc(NS(=O)(=O)c2cc(OCC(N)=O)c(C)cc2Cl)c1 | -2 | -9 | -17 | 1 | 0 | -2 | -13 | -21 | . | -2.9
CCc1cccc(NC(=O)CSCc2nc3sc(C)c(C)c3c(=O)[nH]2)c1 | 2 | -3 | -6 | 5 | 0 | 1 | -5 | -10 | -4 | -0.2
CCOC(=O)c1c(C)[nH]c(C)c1S(=O)(=O)Nc1ccc(CN2CCCCC2)cc1 | -2 | -2 | 6 | -8 | 1 | 6 | -10 | -19 | -3 | -1.3
Cc1ccc(-c2nc(N)sc2CC(=O)OCC(=O)NCC2CCCO2)cc1 (stereo not given) | 4 | -7 | -27 | -7 | -1 | 0 | -17 | 5 | -3 | -0.5
O=C(/C=C/c1ccco1)c1ccccc1O | -2 | 29 | 4 | -2 | 1 | -2 | -15 | -9 | 3 | -0.5
Fc1ccc2[nH]c3c(c2c1)CN(C(=S)NCc1ccccc1)CC3 | 3 | -4 | -14 | -5 | 3 | 0 | -2 | -7 | 2 | 0.8
CCCSc1nnc(Cn2c(=O)sc3ccccc32)n1C | -2 | -7 | 7 | 0 | 2 | . | -12 | -2 | 0 | 1.9
Cc1ccc2nc(N(CCN(C)C)C(=O)c3ccc4ccccc4c3)sc2c1 | 0 | 12 | -2 | 26* | -1 | 0 | -6 | 22 | . | -1.3
Oc1oc(-c2ccccc2)nc1C=Nc1ccccc1 | 2 | 68 | 1 | 0 | -4 | . | -4 | 8 | 13 | -0.6
COc1ccc(-n2c(C)nc(N)c2C(=O)c2ccccc2)cc1 | 3 | 3 | -8 | 4 | -2 | 4 | -2 | -13 | 2 | -0.3
COc1cc(NC(=O)CN2C(=O)COc3ccccc32)cc(OC)c1 | 2 | . | -7 | -7 | 7 | -2 | -20 | 9 | -2 | -2.0
CCOC(=O)c1ccc(N2C(=O)C=C(N3CCOCC3)C2=O)cc1 | -1 | 6 | 5 | -6 | -1 | 0 | 10 | 0 | 1 | 0.8
c1ccc(CN2CCN(C3CCCSc4ccccc43)CC2)cc1 (stereo not given) | -4 | . | -6 | 0 | 2 | 6 | 2 | -6 | 1 | -1.6
Cc1ccc(C=Nc2ccccc2C(N)=O)s1 | 3 | 11 | -10 | 1 | 0 | -2 | 4 | 20 | -1 | 2.0
COC(=O)c1ccccc1NC(=O)N1CCN(C/C=C/c2ccccc2)CC1 | -8 | -6 | -25 | -15 | 0 | 6 | -11 | -2 | . | -0.6
O=C(NCCCN1CCOCC1)c1ccc(Br)cc1 | 1 | 14 | 7 | 0 | 1 | -1 | -4 | 2 | . | -1.9
SMILES | HTR5A ag | MITF TRPM1 HTS | HTR5A inv ag | dFosB act | V-ATPase pHluor | NSD2 HMT inh | PvdQ acylase | SR-BI DiI inh | Wnt bcat act | CDK5 inh
CCCOC(=O)Cn1cnc2scc(-c3ccc(OC)cc3)c2c1=O | 1 | . | -19 | 11 | -3 | -1 | -4 | 11 | -2 | -1.6
O=C(CN(CC1CCCO1)C(=O)CNS(=O)(=O)c1ccc(F)cc1)NCc1ccccc1 (stereo not given) | 6 | -15 | -17 | -4 | 4 | -9 | 9 | -14 | -5 | 1.0
COc1ccc(C(=O)N(Cc2sccc2C)C2CCS(=O)(=O)C2)cc1 (stereo not given) | 7 | -10 | -26 | -2 | -5 | 1 | -9 | -44 | 2 | -1.8
CC(=O)Oc1cccc(Nc2ncnc3ccccc23)c1 | -1 | . | 5 | -4 | -4 | -1 | -2 | 2 | 2 | 0.4
c1ccc(COc2ccccc2CNc2nn[nH]n2)cc1 | -1 | 3 | 1 | 2 | -4 | . | -22 | -3 | -8 | 0.9
COc1ccc(OC)c(NC(=O)C2CC(/C=C/c3ccccc3)=NO2)c1 (stereo not given) | 0 | 4 | 1 | -1 | 2 | 1 | -12 | 20 | 1 | 1.5
Cc1n[nH]c(=O)c2c(NC(=O)CSc3nnc(C4CC4)n3C)oc(C)c12 | 0 | -10 | -15 | 4 | 2 | 0 | -10 | -9 | -5 | 1.2
Cc1ccc(NC(=O)CCC(=O)c2cccs2)nc1 | 3 | 21 | 7 | -14 | -2 | 9 | -8 | . | 4 | 1.2
CCOC(=O)C1=C(c2ccccc2)c2ccccc2N(S(=O)(=O)C(F)(F)F)C1C(=O)OCC (stereo not given) | -2 | 5 | 5 | -8 | 0 | . | -13 | -5 | -2 | 1.6
CC1CCC2(CC1)NC(=O)N(CC(=O)N1CCN(c3ccccc3)CC1)C2=O (stereo not given) | 4 | 0 | -11 | -3 | -2 | -1 | -12 | 21 | 0 | -0.8
Cn1cc(S(=O)(=O)N2CCCC2)cc1C(=O)NCc1ccccc1Cl | 5 | 3 | -16 | -1 | 6 | . | 0 | 12 | -5 | -0.6
CCCCc1ccc(NS(=O)(=O)c2cccc(C(=O)N3CCCN(C)CC3)c2)cc1 | -2 | 11 | 5 | 8 | 1 | 31 | 3 | -6 | -5 | 2.5
COc1ccc2cc(CCNC(=O)C3CC3)c(=O)[nH]c2c1 | -1 | -6 | 2 | 0 | 2 | . | -3 | -6 | . | -0.8
Clc1ccc2nc(-c3ccccn3)c(Nc3ccc4c(c3)OCO4)n2c1 | -2 | -9 | 9 | 0 | -1 | 6 | -1 | 28 | 7 | -0.5
Cc1ccc(Nc2nc(-c3cccs3)cs2)nc1 | 3 | -18 | -10 | 3 | 7 | -1 | -12 | 29 | -2 | 3.2
COC(=O)c1ccc(Oc2nc(NC(C)C)nc(N(C)C)n2)cc1 | 0 | . | -26 | -3 | 7 | -3 | -4 | 27 | -4 | 2.6
CC(O)Cn1c(N2CCCC2)nc2c1c(=O)n(C)c(=O)n2C (stereo not given) | -1 | -1 | 3 | 3 | -3 | 4 | -10 | -3 | 0 | 0.4
COc1cccc(-c2cc(C(=O)N3CCCc4ccccc43)no2)c1 | 5 | 51 | -15 | -12 | -3 | -1 | -7 | 18 | . | -0.2
O=C(CN1CCCC1)Nc1ccc(F)c(Cl)c1 | 1 | 7 | -5 | -5 | 6 | 0 | -3 | -4 | 1 | -0.9
CCCNC(=O)c1cc(S(=O)(=O)N2CCCCC2)ccc1N1CCOCC1 | -4 | 3 | 11 | 2 | -4 | -1 | 1 | 5 | 0 | -0.5
Clc1ccc(CN2CCCCCCC2)cc1Cl | 0 | 0 | 25 | 0 | -1 | -6 | 2 | -15 | -4 | -0.9
CCN1CCN(C(c2cc(OC)ccc2OC)c2nnnn2Cc2ccccc2)CC1 (stereo not given) | -2 | 7 | 7 | -2 | 1 | 5 | -14 | -2 | . | 2.0
COc1ccc(C(=O)N(CCc2ccccc2)Cc2ccccc2)cc1S(=O)(=O)N1CCOCC1 | 5 | 14 | -14 | -14 | 1 | -3 | -13 | 6 | 0 | -1.1
COc1cc(/C=N/NC(=O)c2cc(C)n(-c3ccc(F)cc3)c2C)cc(OC)c1O | 3 | -2 | -8 | -8 | 1 | 2 | -6 | 16 | 0 | -9.3
CC1CC(=O)N(CC(=O)Nc2ccc3c(c2)OCO3)c2ccccc2S1 (stereo not given) | 2 | 9 | 0 | -12 | 1 | 0 | 4 | 2 | . | 2.4
SMILES | HTR5A ag | MITF TRPM1 HTS | HTR5A inv ag | dFosB act | V-ATPase pHluor | NSD2 HMT inh | PvdQ acylase | SR-BI DiI inh | Wnt bcat act | CDK5 inh
O=C(Oc1ccc(-c2nnco2)cc1)N1CCCCC1 | 2 | 20 | -49 | 0 | 6 | 16 | 0 | -23 | . | 0.7
O=C(NCc1ccccc1)C(=O)NCC1OCCN1S(=O)(=O)c1ccc(Br)cc1 (stereo not given) | 6 | -10 | -15 | -8 | 2 | 1 | 7 | 0 | -1 | 3.1
CCOc1cc(CN2CCCC(CNC(=O)c3ccc(F)cc3)C2)ccc1OC (stereo not given) | 0 | -4 | -7 | 2 | 3 | 2 | -2 | . | -3 | -0.3
CC(N=C(NS(=O)(=O)c1ccc(Cl)cc1)c1ccccc1)C(=O)O (stereo not given) | 4 | . | -5 | -1 | -7 | 1 | -7 | 4 | 5 | 2.2
O=C(Nc1ccc2c(c1)OCCO2)NC12CC3CC(CC(C3)C1)C2 | -3 | . | 15 | -2 | 0 | 4 | -18 | -3 | . | 0.3
COc1ccc(-c2nc(N)nc(C)c2-c2ccc(Cl)cc2)c(O)c1 | 1 | -8 | -3 | -20 | 1 | 4 | -8 | 32 | 1 | 0.6
CCN1CCCC1CNC(=O)Cn1cc2c(n1)CCC(C)C2 (stereo not given) | 4 | 6 | -10 | 5 | 2 | . | -2 | -11 | -2 | 0.4
COc1ccc(-n2nc(C(=O)NCC(=O)O)c3ccccc3c2=O)cc1 | 6 | -4 | -20 | 5 | -1 | -3 | -10 | -45 | -2 | -2.6
Cc1cnc(C(=O)OCC(=O)NCc2cccc(Cl)c2)cn1 | 11 | 6 | -31 | -2 | 8 | 0 | 8 | -16 | 1 | 3.2

Assay outcomes: PubChem, several laboratories
